EPAC2 antag: qHTS for Antagonist of cAMP-regulated guanine nucleotide exchange factor 2 (EPAC2): primary screen. Rap guanine nucleotide exchange factor 4 (Homo sapiens), Q8WZA2. EPAC2 GEF exchange of Rap1B-BODIPY-GDP, fluorescence. Potency, µM (titrated, usually from 114 µM), without a hit: top-dose activity, negative = inhibition, actives largely listed as inhibitors. 360,000 compounds, 0.18% hits. AID 720708, 2013; also: potency is read from the fitted curve at half-maximal effect; % is scaled to controls: 0 for no effect and ±100 for the full control effect; nearly all actives have a fitted effect of over 45% in size; many of its hits are not listed in these tables
CCT modulator: High-Throughput Screening for Modulators of Cytosolic Chaperonin Activity. purified chaperonin ATPase assay, HTRF ADP detection, 30 min. activity change, % (no concentration beside the values), hits read low. 360,000 compounds, 0.3% hits. AID 651819, 2012; in the data active = activity change below about -30%; also: % is scaled to controls: 0 for no effect and ±100 for the full control effect
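TRiC at 40 or 20 nM final (batch-dependent) in 30 mM Tris pH 7.4, 100 mM KCl, 5 mM MgCl2, 1 mM DTT, with compound at single 76 uM and 10 uM ATP, 30 min at 37 deg C. ADP detected by HTRF Transcreener, 665/615 ratio.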
WRN inhibitor: qHTS for Inhibitors of WRN Helicase; Bifunctional 3'-5' exonuclease/ATP-dependent helicase WRN (Homo sapiens), Q14191; WRN helicase unwinding, fluorescent forked duplex, kinetic; Potency, µM (highest dose often 114 µM), for inactives: at the top dose activity change, negative = inhibition, usual class: inhibitors; 360,000 compounds, 0.46% hits; AID 651768, 2012; also: potency is read from the fitted curve at half-maximal effect; % is scaled to controls: 0 for no effect and ±100 for the full control effect; nearly all actives have a fitted effect of over 55% in size
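WRN at 20 nM final preincubated with compound 15 min at room temperature; reaction started with 100 nM fluorophore/quencher forked duplex oligonucleotide and 2 mM ATP final. Unwinding followed kinetically by red fluorescence (ex 525, em 598 nm).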
EPAC1 ag: qHTS for Agonist of cAMP-regulated guanine nucleotide exchange factor 3 (EPAC1): primary screen; Rap guanine nucleotide exchange factor 3 (Homo sapiens), O95398; EPAC1 agonist qHTS, biochemical assay; response scale: 100% = response to 6.5 mM cAMP; 360,000 compounds, 0.073% hits; Potency, µM (highest dose often 154 µM), inactives show at the highest dose activation, most hits filed as activators; also: potency is read from the fitted curve at half-maximal effect; nearly all actives have a fitted effect of over 60% in size
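EPAC1 100 nM, Rap1B–BODIPY-GDP 250 nM, unlabeled GDP 50 uM; compound titration; 5 min RT; kinetic read ex480/em540 at 5-min intervals ×30 min; data normalized to 6.5 mM cAMP agonist control.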
EPAC1 antag: qHTS for Antagonist of cAMP-regulated guanine nucleotide exchange factor 3 (EPAC1): primary screen | EPAC1 GEF assay, Rap1b-BODIPY-GDP exchange fluorescence | Potency, µM (titrated, usually from 115 µM), inactives show at the highest dose activity change, negative = inhibition, usual class: inhibitors | 360,000 compounds, 0.14% hits;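 also: potency is read from the fitted curve at half-maximal effect; plate controls were vehicle for no effect and positive control for full effect; nearly all actives have a fitted effect of over 50% in size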
PI5P4Ka inh: qHTS for Inhibitors of phosphatidylinositol 5-phosphate 4-kinase (PI5P4K) | AID 652105, 2013 | Phosphatidylinositol 5-phosphate 4-kinase type-2 alpha (Homo sapiens), P48426 | max response, % | 330,000 compounds, 1.2% hits | PI5P4Kalpha enzyme, ADP-Glo luminescence, 60 min; active compounds read low; active = max response of -50% or lower; inconclusive = between -30% and -50%; inactive = -30% or higher; also: value at the top dose of about 77 µM; % is scaled to controls: 0 for no effect and ±100 for the full control effect
Target sequence (P48426 whole entry, looked up): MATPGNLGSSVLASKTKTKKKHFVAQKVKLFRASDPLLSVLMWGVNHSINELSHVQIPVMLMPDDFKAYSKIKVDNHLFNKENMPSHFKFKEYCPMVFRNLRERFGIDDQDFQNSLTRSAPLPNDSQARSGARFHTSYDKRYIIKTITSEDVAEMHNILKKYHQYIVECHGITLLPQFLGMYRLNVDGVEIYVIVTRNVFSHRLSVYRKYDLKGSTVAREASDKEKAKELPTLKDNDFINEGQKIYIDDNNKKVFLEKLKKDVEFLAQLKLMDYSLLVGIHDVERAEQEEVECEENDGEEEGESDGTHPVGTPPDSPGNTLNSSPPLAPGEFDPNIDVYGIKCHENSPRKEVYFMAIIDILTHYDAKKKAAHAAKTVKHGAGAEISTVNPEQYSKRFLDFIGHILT
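qHTS, 1536-well: enzyme/substrate mix, compound by pin tool, 5 microM ATP final; RT 60 min; ADP-Glo reagents 1 (45 min) then 2 (30 min); luminescence.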
MmCpn inh: Inhibitors of TCP-1 ring complex (TRiC) of Methanococcus maripaludis (MmCpn): qHTS. Chaperonin Mm-Cpn (Methanococcus maripaludis). purified Mm-Cpn ATPase, ADP Transcreener TR-FRET. Potency, µM (titrated, usually from 76.9 µM), inactives show at the highest dose activity, negative = inhibition, actives largely listed as inhibitors. 330,000 compounds, 0.031% hits; also: potency is read from the fitted curve at half-maximal effect; % is scaled to controls: 0 for no effect and ±100 for the full control effect; nearly all actives have a fitted effect of over 80% in size
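ATPase read-out: TR-FRET ADP immunoassay (anti-ADP Eu cryptate vs ADP-d2), ex 320 nm, em 590/665 nm; signal drops as ADP forms. Enzyme 25 nM, ATP 10 uM, 30 min at 37°C after 10 min compound preincubation.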
PLK1 PBD block: qHTS for Inhibitors of PLK1-PDB (polo-like kinase 1 - polo-box domain): Primary Screen; 360,000 compounds, 2.8% hits; Plk1 PBD binding of FITC phosphopeptide, fluorescence polarization; Serine/threonine-protein kinase PLK1 (Homo sapiens), P53350; Potency, µM, without a hit: max response, negative = inhibition, usual class: inhibitors; also: potency is read from the fitted curve at half-maximal effect; series mostly up to about 57 µM; % is scaled to controls: 0 for no effect and ±100 for the full control effect; nearly all actives have a fitted effect of over 65% in size
Target sequence (P53350 whole entry, looked up, the tested form may be a part): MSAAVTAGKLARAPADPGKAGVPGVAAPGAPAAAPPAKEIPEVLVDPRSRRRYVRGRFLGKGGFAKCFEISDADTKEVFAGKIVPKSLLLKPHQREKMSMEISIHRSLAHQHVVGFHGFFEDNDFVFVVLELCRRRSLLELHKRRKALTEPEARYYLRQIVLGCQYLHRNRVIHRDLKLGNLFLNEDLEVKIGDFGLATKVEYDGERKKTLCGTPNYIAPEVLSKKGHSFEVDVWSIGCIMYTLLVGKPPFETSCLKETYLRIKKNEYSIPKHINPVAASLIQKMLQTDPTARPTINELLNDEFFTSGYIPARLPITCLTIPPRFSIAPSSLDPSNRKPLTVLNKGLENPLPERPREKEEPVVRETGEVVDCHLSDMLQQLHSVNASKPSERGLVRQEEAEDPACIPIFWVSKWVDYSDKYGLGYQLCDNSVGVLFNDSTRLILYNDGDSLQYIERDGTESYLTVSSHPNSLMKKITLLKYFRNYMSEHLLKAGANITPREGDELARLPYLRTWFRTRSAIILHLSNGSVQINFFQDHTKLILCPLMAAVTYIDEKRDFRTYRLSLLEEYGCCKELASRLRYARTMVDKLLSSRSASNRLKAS
* hit, by the source's call; ? = inconclusive; . = no result given; [ ] = dose if it differs, or a comment. Unless noted, calls follow the shape of the dose curve; as a rule, active = well fitted curve in the direction sought with a large enough effect; inconclusive = small, poorly fitted or top-dose-only effect, or another doubt; inactive = no such curve, though single readings can be large; an effect the other way counts as inactive or inconclusive. This is a subset; rates above refer to the full screens.

| SMILES | EPAC2 antag | CCT modulator | WRN inhibitor | EPAC1 ag | EPAC1 antag | PI5P4Ka inh | MmCpn inh | PLK1 PBD block |
| --- | --- | --- | --- | --- | --- | --- | --- | --- |
| Cc1cccc(NC(=O)[C@@H]2CCCN2C(=O)OC(C)(C)C)c1C | 12% | 0.5 | 1% | 5% | -4% | 0 | 4% | 5% |
| O=C(COC(=O)c1ccccc1NC(=O)c1ccccc1)c1cccc([N+](=O)[O-])c1 | 11% | 2.1 | -18% | -2% | 12% | -1 | 1% | 3% |
| CCCC(=O)N1CCC1(C)C(=O)NCc1ccccc1SC (centres undefined) | 1% | -1.3 | -3% | -16% | 6% | 3 | . | -1% |
| COc1ccc(OC)c(/C=N/NC(=O)CCCC(=O)Nc2cccc(Br)c2)c1 | -14% | -0.5 | -17% | 14% | -18% | . | 2% | -6% |
| COc1ccc(CN(C)C(C)C(=O)NC2CCCc3ccccc32)cc1 (centres undefined) | -9% | -1.4 | 1% | -1% | -10% | 2 | 2% | -2% |
| COc1ccc(NC(=O)COc2ccc3c(c2)OCO3)cc1 | 11% | 2.0 | -15% | -17% | -28% | 0 | 1% | -13% |
| O=C1c2ccccc2C(=O)N1CC#CCN1CCN(C2CCCCC2)CC1 | -2% | 2.3 | -17% | 6% | -1% | 1 | -5% | -2% |
| Cc1cccc(NC(=O)CN(C)S(=O)(=O)c2cccc3cccnc23)c1 | 10% | -1.7 | -5% | -17% | -7% | -11 | -1% | -20% |
| COC(=O)COc1ccc(C2NC(=O)NC(c3ccccc3)=C2C(C)=O)cc1Br (centres undefined) | -6% | -2.7 | -6% | 2% | -13% | -1 | 1% | -1% |
| NC(=O)c1c(NC(=O)c2ccccc2)sc2c1CCc1ccccc1-2 | -1% | -1.2 | -5% | 4% | -5% | . | 0% | -12% |
| COc1ccccc1N1CCN(C(=O)CN(C)S(=O)(=O)c2ccc(C)cc2)CC1 | 3% | -0.5 | 6% | -6% | 8% | 2 | . | -8% |
| Cc1ccc(SCC(=O)NC(=O)NC2CCCC2)c(C)c1 | -19% | 1.3 | -11% | 5% | -12% | 12 | 0% | -22% |
| CCOC(=O)c1cnc2c(Cl)cccc2c1NCCN(C)C | -5% | -0.1 | -6% | 2% | -20% | 0 | -6% | -3% |
| CC(C(=O)NCCC1=CCCCC1)c1ccc([N+](=O)[O-])cc1 (centres undefined) | -2% | -2.0 | -6% | -1% | -12% | -10 | 0% | ? |
| O=C(c1ccc(N2CCOCC2)c([N+](=O)[O-])c1)N1CCN(Cc2ccccc2)CC1 | 13% | 1.5 | -15% | 6% | -13% | 5 | -3% | -15% |
| CC(=O)Nc1ccc(SCC(=O)N(CCC#N)c2ccc(C)cc2)cc1 | 0% | 0.8 | 4% | 10% | 4% | 0 | -2% | ? |
| COc1ccc(C(=S)N2CCCC2)cc1C | 3% | -2.3 | 1% | 6% | -3% | . | 1% | -4% |
| CCOc1ccccc1N(C(C)=O)S(=O)(=O)c1ccc(Cl)cc1 | 1% | -3.9 | 3% | 2% | -18% | 3 | 0% | -7% |
| O=C(Nc1ccc(N2CCCCC2)c(S(=O)(=O)Nc2ccccc2Cl)c1)c1cccnc1 | -20% | -1.5 | -36% | 26% | -7% | -8 | 1% | -20% |
| C/C(N)=C(/C#N)C(=O)COC(=O)C1CCN(C(=O)c2ccc(Cl)cc2)CC1 | -8% | 0.4 | -3% | 11% | 1% | 9 | 0% | -6% |
| Cc1ccc(Cl)cc1OCC(=O)NCCOC(=O)Nc1sc(=S)n(C)c1C | -4% | -0.6 | 0% | 1% | -16% | -6 | -1% | -7% |
| Cc1ccc2oc(-c3ccccc3C(=O)O)cc(=O)c2c1 | 2% | -1.5 | -2% | 6% | 9% | 3 | -1% | -12% |
| COc1ccc(OC)c(S(=O)(=O)N2CCN(CC(O)COc3ccccc3)CC2)c1 (centres undefined) | -6% | -2.8 | -4% | 2% | -15% | -6 | 0% | -6% |
| CCOc1ccc(C(C)=O)cc1COC(=O)CNC(=O)c1cccs1 | 11% | 1.4 | 5% | -2% | 13% | -8 | -8% | -24% |
| C#CCOCCOCCOCCNc1nc(N2CCN(C(=O)C([C@@H](C)O)n3cc([C@@H](N)CCCCN)nn3)CC2)nc(N2CCN(C(=O)[C@H](CC(N)=O)n3cc([C@@H](N)C(C)C)nn3)CC2)n1 (some centres undefined) | 15% | -1.0 | -7% | 9% | 2% | 11 | -1% | -5% |

6 compounds from above, reduced to PLK1 PBD block and EPAC2 antag:
Structure,PLK1 PBD block,EPAC2 antag
COc1ccc(C(=S)N2CCCC2)cc1C,-4%,3%
O=C(c1ccc(N2CCOCC2)c([N+](=O)[O-])c1)N1CCN(Cc2ccccc2)CC1,-15%,13%
CCOC(=O)c1cnc2c(Cl)cccc2c1NCCN(C)C,-3%,-5%
CCOc1ccccc1N(C(C)=O)S(=O)(=O)c1ccc(Cl)cc1,-7%,1%
O=C1c2ccccc2C(=O)N1CC#CCN1CCN(C2CCCCC2)CC1,-2%,-2%
CCCC(=O)N1CCC1(C)C(=O)NCc1ccccc1SC (centres undefined),-1%,1%

(listing goes on)
| SMILES | EPAC2 antag | CCT modulator | WRN inhibitor | EPAC1 ag | EPAC1 antag | PI5P4Ka inh | MmCpn inh | PLK1 PBD block |
| --- | --- | --- | --- | --- | --- | --- | --- | --- |
| COCCNC(=O)c1ccc(Cl)c(S(=O)(=O)Nc2cccc(C)c2C)c1 | -1% | -1.4 | -36% | 7% | -3% | 4 | 2% | -5% |
| CC1(C)CC(=O)C=C(NNC(=O)OC(C)(C)C)C1 | -15% | 0.9 | 2% | 9% | 14% | 2 | -2% | -8% |
| COc1cccc(NC(=O)C2c3cc(OC)c(OC)cc3C(=O)N(C)C2c2cccnc2)c1 (centres undefined) | 12% | -0.7 | -11% | -4% | 9% | . | -6% | 2% |
| NS(=O)(=O)c1ccc(NC(=S)NC2CCCC2)cc1 | 3% | 2.4 | 3% | 5% | -5% | 5 | 2% | -11% |
| N#CC1(NC(=O)CSc2nnc(Nc3ccccc3F)s2)CCCC1 | -2% | -0.5 | -7% | -3% | 5% | -10 | 1% | -5% |
| Cc1csc(NC(=O)c2c(-c3ccccc3)noc2C)n1 | -7% | 1.8 | 0% | 0% | -2% | 0 | -1% | -7% |
| COc1ccc(Nc2ncc(C(=O)N3CCN(c4ccc(F)cc4)CC3)c3ccccc23)cc1 | 10% | 1.3 | -5% | 12% | 0% | 0 | -6% | -6% |
| Cc1ccc2nc(SCC(=O)NCCc3ccccc3)nc(=O)n2c1 | 7% | -4.3 | -3% | 10% | 7% | 1 | -2% | -4% |
| CC(C)CSc1nc2c(c(=O)[nH]c(=O)n2C)n1CC(O)COc1cccc2ccccc12 (centres undefined) | 4% | -3.3 | -27% | -15% | -23% | -20 | -4% | 11µM* |
| C/C(=N\NC(=O)c1cccs1)c1ccc(C(=O)O)s1 | 0% | -0.5 | -8% | 12% | 5% | ? | 1% | -2% |
| CCn1c(SCC(=O)N(C)C2CCS(=O)(=O)C2)nnc1-c1cccs1 (centres undefined) | -1% | 0.6 | 2% | 9% | 0% | 4 | 2% | 4% |
| NC(=O)c1c(NC(=O)c2ccccc2F)sc2c1CCCC2 | -7% | 2.1 | -10% | 3% | -3% | -1 | -7% | -4% |
| Cc1cc(NC(=O)Nc2cccs2)no1 | -2% | 0.2 | -14% | 3% | 4% | -17 | -23% | -5% |
| O=C(CSc1nncc(=O)[nH]1)NC1CCCCC1 | 2% | -0.3 | 0% | -4% | 4% | -12 | -1% | -6% |
| O=C(O)c1nnn(-c2cc(C(F)(F)F)cc(C(F)(F)F)c2)c1-c1ccccc1 | -12% | -0.4 | ? | -12% | -22% | 7 | 1% | -20% |
| COc1ccc(C(=O)/C=C/C(=O)N(Cc2ccccc2)C(C(=O)NC2CCCCC2)c2ccncc2)c(O)c1 (centres undefined) | -8% | -1.0 | -5% | 2% | -10% | -5 | 1% | -5% |
| O=C1CCc2cc(S(=O)(=O)NC(C(=O)NCc3cccnc3)c3ccccc3)ccc2N1 (centres undefined) | 6% | -2.0 | -5% | 7% | -26% | -1 | 0% | -6% |
| COc1cccc(CC2(CO)CCCN(Cc3ccc(OC)c(C)c3OC)C2)c1 (centres undefined) | 2% | -0.7 | 4% | 7% | -8% | -7 | -1% | -8% |
| O=C(CN1CCSCC1)N/N=C/c1cccc(Cl)c1 | 12% | 0.8 | 8% | -13% | -4% | -1 | -1% | -3% |
| CC1CCC(NS(=O)(=O)c2ccc(Cl)s2)CC1 (centres undefined) | 1% | -0.1 | -32% | -6% | -19% | 0 | 1% | -4% |
| O=C(NCCc1ccccc1)C1CCCN(S(=O)(=O)c2cccc3nonc23)C1 (centres undefined) | 2% | -2.5 | -29%[57.1 µM] | -10% | 0% | -9 | 1% | -11% |
| NC(=O)C1CCN(C(=O)c2cc(-c3ccc(Cl)cc3)nc3ccccc23)CC1 | -4% | -0.3 | 1% | 2% | 1% | -5 | -1% | -8% |
| Cn1cccc1C(=O)NC(=O)COC(=O)CCNS(=O)(=O)c1cccc(C(F)(F)F)c1 | -14% | -1.7 | -3% | 1% | -17% | 0 | -2% | -13% |
| O=C(CCn1[nH]c(=O)c2ccccc2c1=O)OC1CCCCC1 | 12% | -2.8 | -21% | 1% | 14% | . | -6% | -4% |

Arranged by value in EPAC1 antag (high to low): three from the list above
canonical_smiles | EPAC2 antag | CCT modulator | WRN inhibitor | EPAC1 antag | PI5P4Ka inh | MmCpn inh | PLK1 PBD block
Cc1cc(NC(=O)Nc2cccs2)no1 | -2% | 0.2 | -14% | 4% | -17 | -23% | -5%
O=C(NCCc1ccccc1)C1CCCN(S(=O)(=O)c2cccc3nonc23)C1 (centres undefined) | 2% | -2.5 | -29%[57.1 µM] | 0% | -9 | 1% | -11%
NC(=O)c1c(NC(=O)c2ccccc2F)sc2c1CCCC2 | -7% | 2.1 | -10% | -3% | -1 | -7% | -4%

Compound activity from PubChem.
